Bioassay records as filed in PubChem.
WRN helicase inh: WRN helicase (human) inhibition | WRN helicase unwinding, fluorescent forked duplex, kinetic | Potency, µM (top dose mostly 114 µM), without a hit: top-dose activity change, negative = inhibition, most hits filed as inhibitors | 0.46% of 360,000 active | AID 651768; also: potency is read from the fitted curve at half-maximal effect; % is scaled to controls: 0 for no effect and ±100 for the full control effect; nearly all actives have a fitted effect of over 55% in size
Target sequence (Q14191 whole entry, looked up): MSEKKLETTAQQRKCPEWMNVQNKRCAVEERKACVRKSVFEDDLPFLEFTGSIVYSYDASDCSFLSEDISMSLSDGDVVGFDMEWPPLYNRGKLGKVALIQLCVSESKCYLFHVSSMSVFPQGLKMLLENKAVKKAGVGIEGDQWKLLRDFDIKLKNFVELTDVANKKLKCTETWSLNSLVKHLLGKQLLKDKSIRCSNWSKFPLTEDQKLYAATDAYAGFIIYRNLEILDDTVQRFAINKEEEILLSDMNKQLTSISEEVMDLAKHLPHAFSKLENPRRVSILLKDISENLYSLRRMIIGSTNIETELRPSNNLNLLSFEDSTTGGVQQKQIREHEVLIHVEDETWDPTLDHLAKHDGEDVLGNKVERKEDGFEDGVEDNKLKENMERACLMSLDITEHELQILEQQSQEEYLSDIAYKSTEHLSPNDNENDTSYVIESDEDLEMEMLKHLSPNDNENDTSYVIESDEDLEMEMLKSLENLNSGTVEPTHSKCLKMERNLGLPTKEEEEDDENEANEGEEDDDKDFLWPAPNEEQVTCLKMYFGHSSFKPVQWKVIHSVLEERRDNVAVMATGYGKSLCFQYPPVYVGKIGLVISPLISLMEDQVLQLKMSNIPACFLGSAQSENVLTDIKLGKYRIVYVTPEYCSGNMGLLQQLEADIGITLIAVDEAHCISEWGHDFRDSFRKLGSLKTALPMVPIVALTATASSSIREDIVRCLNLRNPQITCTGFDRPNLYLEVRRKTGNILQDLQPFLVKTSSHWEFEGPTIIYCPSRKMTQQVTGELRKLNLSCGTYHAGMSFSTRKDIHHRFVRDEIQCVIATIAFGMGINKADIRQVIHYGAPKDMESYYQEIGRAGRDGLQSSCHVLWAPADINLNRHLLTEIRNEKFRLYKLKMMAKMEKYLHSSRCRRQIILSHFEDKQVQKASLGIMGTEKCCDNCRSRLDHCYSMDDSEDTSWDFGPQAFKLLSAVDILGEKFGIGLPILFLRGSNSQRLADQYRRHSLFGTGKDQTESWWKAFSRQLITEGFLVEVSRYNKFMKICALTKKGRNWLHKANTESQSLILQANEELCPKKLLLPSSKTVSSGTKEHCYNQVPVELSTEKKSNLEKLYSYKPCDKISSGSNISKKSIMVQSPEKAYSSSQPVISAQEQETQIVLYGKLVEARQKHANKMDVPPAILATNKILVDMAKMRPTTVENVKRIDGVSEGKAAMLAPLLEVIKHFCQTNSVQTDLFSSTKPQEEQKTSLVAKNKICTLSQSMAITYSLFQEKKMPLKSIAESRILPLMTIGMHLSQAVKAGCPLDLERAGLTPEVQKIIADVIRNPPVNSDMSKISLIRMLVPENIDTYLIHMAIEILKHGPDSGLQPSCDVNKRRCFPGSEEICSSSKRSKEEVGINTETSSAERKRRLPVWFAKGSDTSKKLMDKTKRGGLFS
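Fluorescence dequenching readout, ex 525 nm/em 598 nm, kinetic mode: forked duplex DNA (100 nM final) with adjacent fluorophore and quencher unwound by WRN (20 nM final) with 2 mM ATP. Compound preincubation 15 min, room temperature.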
PLK1 PBD block: blocks phosphopeptide binding to human PLK1 polo-box domain; P53350; Plk1 PBD binding of FITC phosphopeptide, fluorescence polarization; Potency, µM, for inactives: max response, negative = inhibition, most hits filed as inhibitors; 2.8% of 360,000 active; AID 720504; also: potency is read from the fitted curve at half-maximal effect; series mostly up to about 57 µM; % is scaled to controls: 0 for no effect and ±100 for the full control effect; nearly all actives have a fitted effect of over 65% in size
GLP1R ag: activates the human GLP-1 receptor; P43220; HEK293 GLP-1R CRE-luciferase, luminescence, 4-6 h; cells express a hypersensitive GLP-1R form; Potency, µM (top dose mostly 45.6 µM), for the others: at the top dose activation, actives largely listed as activators; 0.007% of 380,000 active; AID 624172; also: potency is read from the fitted curve at half-maximal effect; % of control where 0% means no effect
PI5P4K alpha inh: blocks human PI5P4K alpha kinase activity; P48426; PI5P4Kalpha enzyme, ADP-Glo luminescence, 60 min; active compounds read low; max response, %; 1.2% of 330,000 active; active = max response of -50% or lower; inconclusive = between -30% and -50%; inactive = -30% or higher; also: value at the top dose of about 77 µM; % is scaled to controls: 0 for no effect and ±100 for the full control effect
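qHTS, 1536-well: enzyme/substrate mix, compound by pin tool, 5 microM ATP final; RT 60 min; ADP-Glo reagents 1 (45 min) then 2 (30 min); luminescence.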
HEK293 tox: cytotoxic in the GLP-1 receptor inverse agonist counter-screen; HEK293 cAMP-luciferase reporter cells, luminescence, 24 h; Potency, µM (doses to about 38.3 µM), without a hit: top-dose activity change, negative = inhibition, hits mostly inhibitors; 0.13% of 410,000 active; AID 624418;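 also: loss of luciferase light is scored as toxicity; potency is read from the fitted curve at half-maximal effect; % is scaled to controls: 0 for no effect and ±100 for the full control effect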
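Here, cytotoxicity is scored as loss of luminescence. The MLSMR collection was tested on cells seeded in medium containing 10% Nu serum, with a 24 hr compound exposure preceded by 12 hours of culture.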
D3 ag: D3 dopamine receptor (human) agonism; D3R DiscoveRx beta-arrestin cells, luminescence, 90 min; 0.58% of 410,000 active; P35462; AID 652048; max activation, %; in the data active = max activation above about 30%; also: 0% is about no effect; mostly tested at two doses, the higher about 12 µM
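Agonist-mode cell screen: cells plated at 1500/well and incubated overnight at 37 °C, then exposed to library compounds for 90 min at 37 °C. Detection reagent was added for 30–60 min at room temperature, and luminescence was read.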
D3 antag: antagonists of human D3 dopamine receptor. D3R cells, DiscoveRx beta-arrestin luminescence, antagonist mode; active compounds read low. max response, negative = inhibition, %. 2.5% of 360,000 active; in the data active = max response below about -50%; inconclusive = no clear call, values can overlap the other calls; also: % is scaled to controls: 0 for no effect and ±100 for the full control effect; mostly tested at two doses, the higher about 12 µM
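Cells expressing the human receptor were seeded at 1500 cells/well, incubated overnight at 37 degrees C in 5% CO2, then exposed to library compounds with dopamine controls for 90 minutes at 37 degrees C before luminescent detection.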
GLP-1R inv ag: GLP-1 receptor (human) inverse agonism | 1.6% of 410,000 active | P43220 | HEK293 GLP-1R CRE-luciferase, luminescence, 24 h; GLP-1R form is constitutively active | Potency, µM (top dose mostly 38.3 µM), for inactives: top-dose activity change, negative = inhibition, usual class: inhibitors; also: potency is read from the fitted curve at half-maximal effect; % is scaled to controls: 0 for no effect and ±100 for the full control effect; nearly all actives have a fitted effect of over 55% in size
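Cells are plated, allowed 12 hours at 37 deg C, then treated with compounds for 24 hr before luciferase detection reagent is added and luminescence is read after 12 min at room temperature. The HEK293 line carries constitutively active GLP-1R with a cAMP-responsive reporter.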
IL2 activator: activates IL-2 in a cell-based reporter assay; IL-2 activation reporter assay, cell-based qHTS; stimulated with anti-CD3/CD4/CD28 beads; in transgenic mouse T cells; activation, % (series mostly up to about 46 µM); 0.065% of 360,000 active; in the data active = activation above about 50%; inconclusive = mostly about 30% to 49%; also: 0% is about no effect
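Unstimulated transgenic mouse T cells; 60-min compound exposure; bead-based TCR/CD4/CD28 stimulation; 18 h culture, 37 degrees C; dual fluorescence (EGFP, DsRed) plate cytometry.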
An asterisk follows results filed as active; ? = inconclusive; / = not tested or not shown; & = joins results of further samples; [ ] = dose if it differs, or a comment. Unless noted, calls follow the shape of the dose curve; as a rule, active = well fitted curve in the direction sought with a large enough effect; inconclusive = small, poorly fitted or top-dose-only effect, or another doubt; inactive = no such curve, though single readings can be large; an effect the other way counts as inactive or inconclusive.

#1 CCOc1ccc(NC(=O)c2ccco2)cc1S(=O)(=O)N1CCCC1
#2 COC(=O)c1ccc(/C=N/NC(=S)NC(C)C)cc1
#3 Cc1cccc2cc(C(c3nnnn3CC3CCCO3)N3CCCc4ccccc43)c(=O)[nH]c12 (stereo not drawn)
#4 Cc1cc(C(=O)N2CCN(c3ccc([N+](=O)[O-])cc3)CC2)c(C)o1
#5 Cc1c(NC(=O)c2ccc(Cl)cc2)cc(C(C)C)c(O)c1S(=O)(=O)c1ccccc1
#6 Cc1ccc(C)c(CC(=O)N2CCCC(c3cc(C(=O)Nc4ccc5c(c4)OCO5)no3)C2)c1 (stereo not drawn)
#7 CCOC(=O)CN(c1ccccc1)S(=O)(=O)c1ccc(F)cc1
#8 CCCCC1(C)OC(=O)C(=Cc2ccc(SC)cc2)C(=O)O1 (stereo not drawn)
#9 O=c1[nH]c2ccc([N+](=O)[O-])cc2[nH]1
#10 COCCN(Cc1ccccc1)C(=O)c1cccc(S(=O)(=O)N(C)c2c(C)n(C)n(-c3ccccc3)c2=O)c1
Compound,1,2,3,4,5,6,7,8,9,10
WRN helicase inh,0%,10%,7%,-8%,/,-2%,2%,-9%[57.1 µM],4%,-1%
PLK1 PBD block,-5%,13µM*,-6%,-10%,/,-1%,-5%,2.4µM*,1%,0%
GLP1R ag,13%,-2%,1%,-2%,-4%,1%,6%,0%,11%,5%
PI5P4K alpha inh,0,-22,/,-8,/,1,-4,10,-3,11
HEK293 tox,-10%,?,-8%,?,-3%,-19%,9%,-6%,-10%,3%
D3 ag,-6,10,3,1,6,10,3,3,-12,11
D3 antag,4,4,19,-3,/,17,10,18,3,3
GLP-1R inv ag,2%,-14%,-16%,?,?,?,-17%,1%,13%,6%
IL2 activator,0.3,-2.6,1.2,-2.7,/,-0.7,-3.4,0.5,-0.6,-5.0

#11 N#Cc1ccccc1NC(=O)CSc1n[nH]c(=O)n1C1CC1
#12 O=C(N=Nc1c(O)[nH]c2ccc([N+](=O)[O-])cc12)c1cc(-c2ccccc2Cl)nc2ccccc12
#13 CC(=NNC(=O)CSCC(=O)NN=C(C)c1ccccc1)c1ccccc1
#14 Cc1ccc(S(=O)(=O)Cc2ccc(C(=O)N3CCc4ccccc4C3)o2)cc1
#15 O=C(c1cccs1)N(Cc1cc2ccccc2[nH]c1=O)c1ccccc1
#16 CCN(CC)c1nc(N2CCOCC2)nc2ccccc12
#17 Cc1ccc(NNC(=O)c2c(F)cccc2Cl)cc1C
#18 c1ccc(CCNC2=NCCS2)cc1
#19 CCOC(=O)N1CCC(NC(=O)c2ccc(CS(=O)(=O)c3ccccc3C)o2)CC1
#20 Cc1cnc(C(=O)OCC(=O)Nc2cccc(S(=O)(=O)N3CCOCC3)c2)cn1
Compound,11,12,13,14,15,16,17,18,19,20
WRN helicase inh,4%,-20%[11.6 µM],-1%,?,-5%,-2%,13%,-10%,2%,-9%
PLK1 PBD block,-20%,-21%,-2%,?,-2%,-2%,-19%,-1%,-15%,3%
GLP1R ag,4%,12%,8%,6%,0%,1%,10%,5%,0%,-2%
PI5P4K alpha inh,2,?,3,?,-2,-1,0,2,-9,0
HEK293 tox,9%,-4%,5%,-12%,-17%,-8%,-14%,2%,3%,-1%
D3 ag,1,4,7,-5,2,1,6,0,2,1
D3 antag,-29,-3,4,?,2,4,-23,16,4,0
GLP-1R inv ag,1%,0%,8%,?,-27%,-24%,?,6%,1%,-3%
IL2 activator,0.5,-2.2,-0.2,-2.4,-0.4,0.0,0.2,-3.7,-0.2,-1.5

#21 CCCc1cc(=O)[nH]c(SCc2ccc(C#N)cc2)n1
#22 COc1ccc(N(C(=O)c2snc(C(N)=O)c2N)C(C(=O)NCc2ccc(F)cc2)c2ccc(O)cc2)cc1 (stereo not drawn)
#23 COc1ccc(CCNC(=O)c2cc(S(=O)(=O)N3CCOCC3)ccc2F)cc1
#24 Cc1ccc(Cn2nnc3c(=O)[nH]c(C4CCN(S(=O)(=O)c5ccc(S(=O)(=O)NC6CC6)cc5)CC4)nc32)cc1
#25 Cc1ccc(C(c2nnnn2CCc2ccccc2)N2CCSCC2)cc1 (stereo not drawn)
#26 O=C(Oc1ccccc1N1CCOCC1)c1sccc1Br
#27 CC1CN(C(=O)Cc2ccc(-c3ccccc3)cc2)CC(C)O1 (stereo not drawn)
#28 COC(=O)C1=C(NC(=O)COc2ccc3ccccc3c2)CCS1
#29 N#Cc1ccc(OCc2cccc(S(=O)(=O)N3CCOCC3)c2)cc1
#30 CCC(=O)N1c2ccc(S(=O)(=O)CCC(=O)Nc3ccc(OC)cc3OC)cc2CC1C (stereo not drawn)
Compound,21,22,23,24,25,26,27,28,29,30
WRN helicase inh,4%,0%,-14%,-7%,-15%,-34%,1%,-1%[57.1 µM],-2%,-9%
PLK1 PBD block,-5%,-5%,3%,8%,1%,-10%,-1%,0%,0%,-28%
GLP1R ag,0%,5%,-2%,2%,1%,6%,-10%,-4%,10%,12%&0%
PI5P4K alpha inh,-1,-19,-5,-7,0,0,/,0,3,0
HEK293 tox,-1%,-9%,2%,-20%,6%,-2%,-19%,-4%,-3%,-32%&-3%
D3 ag,3,-1,-5,-7,-10,-5,-1,5,7,-2&2
D3 antag,25,5,-19,9,-17,-1,1,15,14,3
GLP-1R inv ag,5%,-2%,-22%,?,?,-10%,-28%,10%,13%,21%&6%
IL2 activator,0.2,-0.6,-3.1,-0.5,6.6,-0.3,-2.3,-1.9,-6.3,2.9

Overlap with the part before: four compounds, then new ones.
#27 CC1CN(C(=O)Cc2ccc(-c3ccccc3)cc2)CC(C)O1 (stereo not drawn)
#28 COC(=O)C1=C(NC(=O)COc2ccc3ccccc3c2)CCS1
#29 N#Cc1ccc(OCc2cccc(S(=O)(=O)N3CCOCC3)c2)cc1
#30 CCC(=O)N1c2ccc(S(=O)(=O)CCC(=O)Nc3ccc(OC)cc3OC)cc2CC1C (stereo not drawn)
#31 O=C(O)c1cccc(S(=O)(=O)Nc2ccccc2Oc2ccccc2)c1
#32 O=C(COC(=O)c1cc(=O)[nH]c2ccccc12)Nc1ccccc1F
#33 Cc1ccc(C(=O)N(CC#N)CC#N)cc1C
#34 CCc1ccc(N2CC(C(=O)NCC(C)(C)N3CCOCC3)CC2=O)cc1 (stereo not drawn)
#35 CCOc1ccccc1NC(=O)CSc1nc(=O)n(CCCN2CCOCC2)c2c1CCCC2
#36 COC(=O)c1[nH]c2ccc(Br)cc2c1NC(=O)CN1CCN(C2CCCCC2)CC1
#37 CC(C)Nc1ncnc2c1ncn2[C@H]1CN(Cc2ccc(F)cc2)C[C@@H](CO)O1
#38 OCc1cccc(-c2csc(C(O)c3ccco3)n2)c1 (stereo not drawn)
#39 COc1ccccc1OCCNC(=O)CCS(=O)(=O)c1ccccc1
#40 Cc1nc(SCCc2ccccc2)[nH]c(=O)c1C
Compound,27,28,29,30,31,32,33,34,35,36,37,38,39,40
WRN helicase inh,1%,-1%[57.1 µM],-2%,-9%,6%,3%,15%,5%,4%,-2%,13%,1%,6%,-2%
PLK1 PBD block,-1%,0%,0%,-28%,-5%,-14%,-8%,-8%,0%,-8%,0%,-13%,-16%,-7%
GLP1R ag,-10%,-4%,10%,12%&0%,-6%,20%,12%,-1%,-2%,-17%,-3%,5%,15%,15%
PI5P4K alpha inh,/,0,3,0,-26,3,1,3,-3,3,8,-11,-11,-1
HEK293 tox,-19%,-4%,-3%,-32%&-3%,0%,4%,-3%,?,5%,?,2%,1%,-31%,6%
D3 ag,-1,5,7,-2&2,1,10,11,2,-14,0,-3,-1,0,3
D3 antag,1,15,14,3,4,4,9,4,-7,?,18,1,-20,9
GLP-1R inv ag,-28%,10%,13%,21%&6%,6%,10%,-5%,?,14%,?,17%,-10%,-1%,10%
IL2 activator,-2.3,-1.9,-6.3,2.9,-0.5,0.4,-0.5,-0.8,0.4,-0.2,0.2,-0.5,-1.4,0.7

#41 Cc1cccc(C)c1-n1nnnc1C1(C)CCC(=O)N1CC(F)(F)F (stereo not drawn)
#42 COc1ccc(-c2cc(C(F)(F)F)nc(SCC(=O)NCc3cccs3)n2)cc1OC
#43 CCCc1cc(C(=O)NC2CCCN(Cc3ccccc3F)C2)no1 (stereo not drawn)
#44 CCC(=O)NCc1cc(-c2nn(C)c(=O)c3ccccc23)ccc1OC
#45 CCCCCC(=O)N1C[C@@H](n2cc(-c3ccc(F)cc3)nn2)[C@H](O)C[C@@H]1c1ccccc1
#46 CCCCNC(=O)CCN1N=C(c2ccccc2)CCC1=O
#47 COc1ccc(NC(=O)C(=O)NCCN2CCN(C(=O)c3cccc(Br)c3)CC2)cc1
#48 Cc1ccccc1Cn1nnc(-c2cccc(C(=O)O)c2)n1
#49 COc1ccc(/C=C2\SC(=S)N(CCCC(=O)N3CCCCC3CCO)C2=O)cc1 (stereo not drawn)
#50 Fc1ccccc1SCc1nnc(-c2ccccc2Br)o1
#51 CCN=C1SC(C(=O)Nc2cccc(OCC)c2)CC(=O)N1CC (stereo not drawn)
Compound,41,42,43,44,45,46,47,48,49,50,51
WRN helicase inh,3%,13%,-3%,0%,1%,3%,?,-5%,-4%,?,-14%
PLK1 PBD block,-7%,-6%,1%,-7%,-11%,2%,-1%,-13%,-9%,3.4µM*,?
GLP1R ag,-2%,18%,0%,8%,8%,2%,-12%,-19%,6%,13%,8%
PI5P4K alpha inh,1,0,1,0,8,3,-4,/,-6,?,/
HEK293 tox,-3%,-3%,-16%,-10%&-10%,-12%,7%,14%,5%,?,-2%,11%
D3 ag,1,-4,-1,-13&7,1,-12,-10,-16,-10,4,7
D3 antag,0,-3,1,-8,-21,25,-20,17,-12,3,5
GLP-1R inv ag,14%,-29%,?,39%&16%[activator],?,18%,7%,?,10µM*,?,-3%
IL2 activator,1.9,0.0,-0.2,-4.6,-2.4,0.5,-3.0,-0.8,-3.3,-0.2,-1.6
